# Bioassay records from PubChem.
# TIM10 inh: TIM10 yeast growth inhibition. AID 463195. hit rate 1.4% among 330,000. S. cerevisiae TIM10 strain growth, BacTiter-Glo luminescence, 24 h. inhibition, % at 10 µM;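 active means inhibition of 40% or more at the single tested concentration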;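 further: wild-type TIM10 isogenic control strain grown at permissive 25 °C; 0% = DMSO yeast wells and 100% = minimal medium wells without yeast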
# hIAP inh: blocks human intestinal alkaline phosphatase. inhibition, % at 10 µM. purified IAP, CDP-Star luminescence, 30 min. P09923. hit rate 0.12% among 330,000;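 active means inhibition reaching a set limit with compound at 10 µM in the primary screen, cut at about 35% in these data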;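 further: plate controls were DMSO wells with enzyme for no effect and no-enzyme buffer wells for full effect; values of inactives mirror those of a sister screen read the other way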
# NALP3 yeast inh: inhibitors of NALP3 inflammasome in yeast. inhibition, % at 10 µM. hit rate 0.39% among 330,000. Yeast reconstituted NLRP3/ASC/caspase-1, beta-gal luminescence, 24 h;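 active means inhibition of 50% or more; inactive means inhibition below 50%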;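 further: plate controls were induced DMSO wells for no effect and uninduced yeast grown without galactose for full effect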
# hIAP activ: human IAP activation; AID 2524; hit rate 0.16% among 330,000; activation factor at 10 µM; purified human IAP, CDP-Star luminescence, 30 min; hits give high values; 1 = vehicle-only enzyme, 0 = enzyme-free background; P09923;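 active means activation factor of the enzyme at least 2-fold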; further: the source names both 10 and 20 µM as test concentration; values of inactives mirror those of a sister screen read the other way
# mIAP act: mouse IAP activation; muIAP, CDP-Star luminescence, 30 min; hits give high values; 1 = vehicle-only enzyme signal, 0 = enzyme-free wells; activation factor at 10 µM; hit rate 0.24% among 330,000;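 active means activation factor of at least 2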; further: the source names both 10 and 20 µM as test concentration; values of inactives mirror those of a sister screen read the other way
#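 System: mouse IAP enzyme. Reagent: CDP-Star chemiluminescent phosphatase substrate. Benchmarks: DMSO wells, no-enzyme wells. Times: 30 min enzyme-substrate-compound incubation at room temperature. Detection: luminescence from enzymatic CDP-Star hydrolysis. Doses: test compounds delivered from DMSO solution.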
# tim10-1 inh: inhibits growth of tim10-1 mutant yeast | S. cerevisiae tim10-1 ts strain growth, BacTiter-Glo, 24 h | inhibition, % at 20 µM | hit rate 2.2% among 330,000;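 active means inhibition of at least 40%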;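 further: mutant grown at 25 °C; 0% = DMSO wells with yeast and 100% = wells holding no yeast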
# Apaf-1 inh: inhibitors of human Apaf-1 apoptosome | O14727 | reconstituted apoptosome caspase-3 activity, DEVD-Rh110 fluorescence | inhibition, % at 20 µM | hit rate 0.71% among 330,000; active means inhibition of at least 40% at 20 µM;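 further: plate controls were DMSO wells for no effect and DEVD-CHO caspase inhibitor wells for full effect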
#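 Assay system: Apoptosome proteins | Medium: pH 7.5 Hepes buffer with CHAPS, BSA, DTT | Also added: Cytochrome c and DEVD-Rh110 substrate | Times: 30 min plus 50 min, RT | Detection: Rhodamine 110 fluorescence at Ex 480/Em 540 nm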
# mIAP inh: mouse IAP inhibition; hit rate 0.2% among 330,000; purified mouse IAP, CDP-Star luminescence, 30 min; inhibition, % at 10 µM;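 active means inhibition of at least 40% at 10 µM in the primary screen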;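 further: plate controls were DMSO with enzyme for no effect and no enzyme wells for full effect; values of inactives mirror those of a sister screen read the other way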
# ATG4B inhibitor: inhibitors of human ATG4B cysteine protease. Q9Y4P1. ATG4B cleavage of LC3-PLA2, NBD-HPC fluorescence, 1 h. inhibition, % at 8.33 µM. hit rate 0.51% among 340,000; in the data active means inhibition above about 40%
# Target sequence (Q9Y4P1 whole entry, looked up): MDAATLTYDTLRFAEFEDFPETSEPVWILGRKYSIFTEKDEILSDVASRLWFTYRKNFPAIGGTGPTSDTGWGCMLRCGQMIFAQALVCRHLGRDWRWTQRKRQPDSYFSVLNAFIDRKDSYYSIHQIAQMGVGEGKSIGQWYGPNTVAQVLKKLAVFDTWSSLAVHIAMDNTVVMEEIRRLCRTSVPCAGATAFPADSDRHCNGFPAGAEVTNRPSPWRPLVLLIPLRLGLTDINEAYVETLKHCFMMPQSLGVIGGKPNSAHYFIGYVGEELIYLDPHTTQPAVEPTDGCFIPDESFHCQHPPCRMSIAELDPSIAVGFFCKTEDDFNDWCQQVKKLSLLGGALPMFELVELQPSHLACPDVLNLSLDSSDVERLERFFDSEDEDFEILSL
# * hit, by the source's call.
SMILES,TIM10 inh,hIAP inh,NALP3 yeast inh,hIAP activ,mIAP act,tim10-1 inh,Apaf-1 inh,mIAP inh,ATG4B inhibitor
Cc1ccc(C2=NN(C(=S)Nc3ccccc3)C(c3ccco3)C2)cc1 (centres undefined),16,11,2,0.89,0.78,2,2,22,8
O=C(/C=C/c1ccco1)OCc1nnc(-c2ccc(Cl)cc2)o1,3,4,18,0.96,0.83,19,-20,17,18
O=C(Nc1ccc(CN2CCOCC2)cc1)c1cc(Cl)ccc1Cl,-31,-6,13,1.1,1,-21,-10,-2,-5
CCn1c(N)c(C(=O)NC2CCCCC2)sc1=S,2,3,26,0.97,0.94,23,-12,6,-4
COc1ccccc1CN1C(=O)c2ccncc2C1=O,2,9,-8,0.91,0.94,2,-12,6,0
Cc1ccc(/C=C/c2nnc(-c3ccc(C)cc3)o2)cc1,-1,8,37,0.92,0.95,2,9,5,0
O=C(CCN1C(=O)C2C3C=CC(C3)C2C1=O)Nc1ccccc1 (centres undefined),-2,-18,9,1.2,0.96,17,-4,4,0
COC(=O)[C@H](Cc1ccccc1)NC(=O)NCCc1ccc(F)cc1,9,8,3,0.92,1.1,4,6,-8,-4
COc1ccc(/C=N/Nc2nnc(Cc3ccc(OC)c(OC)c3)c(=O)[nH]2)cc1,-6,8,16,0.93,1,21,2,-2,-7
Cc1nn(Cc2c(F)c(F)c(F)c(F)c2F)c(C)c1NC(=O)c1nn(C)cc1[N+](=O)[O-],-17,-20,3,1.2,1.1,2,-7,-7,17
Cc1c(C(=O)NCCC2=CCCCC2)oc2ccc(S(=O)(=O)N3CCC4(CC3)OCCO4)cc12,-1,9,28,0.91,0.94,7,21,6,-1
Cc1cc(NC(=O)C2CC(=O)N(c3ccccc3)C2)no1 (centres undefined),-11,7,13,0.93,1,8,3,-1,-8
CCCCCSc1nnc2c(n1)OC(C)N(C(C)=O)c1ccccc1-2 (centres undefined),-13,13,15,0.87,0.97,1,2,3,-22
COc1ccc(NC(=S)Nc2ccc(OC)cc2OC)c(OC)c1,-9,-13,12,1.1,0.98,28,40,2,2
COC(=O)C1=C(C)NC(=S)NC1c1ccc(OC(=O)c2ccco2)cc1 (centres undefined),-14,15,-18,0.85,0.98,11,4,2,-4
CC(C)NC(=O)C1CCN(Cc2cccc(Oc3ccccc3)c2)CC1,-13,-12,19,1.1,1.1,-35,4,-12,-3
CCn1c(SCC(=O)NCc2ccccc2)nnc1-c1c[nH]c2ccccc12,-2,11,5,0.89,1.1,10,1,-9,-8
Cc1ccc(S(=O)(=O)N(CC(=O)NCc2ccco2)c2ccccc2C)cc1,16,18,8,0.82,0.97,-6,8,3,-2
CC(=O)c1cnc(Nc2cccc(Cl)c2Cl)s1,14,-2,34,1,0.88,-8,1,12,3
O=c1[nH]c(COc2ccc(Br)cc2Cl)nc2ccccc12,9,2,39,0.98,0.93,21,6,7,-3
O=C(CNC(=O)N1CC(=O)Nc2ccccc21)Nc1cc(Cl)ccc1Cl,2,-11,14,1.1,1,6,9,-4,11
CC1CCCC(NC(=O)COC(=O)CCc2ccccc2)C1C (centres undefined),11,-8,13,1.1,1.1,21,11,-7,-6
Nc1cccc(-c2cn3cc(C(F)(F)F)cc(Cl)c3n2)c1,16,8,20,0.92,1,22,13,-1,14
CC(=O)c1ccc(NC(=O)C2=CC(c3cccs3)=NS(=O)(=O)N2C)cc1,2,-5,11,1.1,0.97,3,-8,3,-9
CC(=O)NS(=O)(=O)c1ccc(NC(=S)NC(=O)c2ccco2)cc1,-15,-9,6,1.1,0.9,11,-5,10,-5
Cc1ccc(C)c(NC(=O)CSc2nnc(CNC(=O)c3cccs3)o2)c1,4,-2,-4,1,0.9,5,-5,10,-11
Cc1cc(C(=O)Nc2sc3c(c2C#N)CCCC3)no1,11,11,3,0.89,0.94,25,5,6,-1
O=C(Nc1cccc(C(F)(F)F)c1)c1cc(Br)cc2c1OCC2,13,-14,4,1.1,1.1,9,-22,-8,-5
O=C1CCCCN1CCC(=O)N1CCCC(Nc2ccc(F)c(F)c2)C1 (centres undefined),-3,-2,1,1,0.97,-7,-1,3,6
COc1ccccc1CC(O)CC1c2c(cc3c(c2OC)OCO3)CCN1C (centres undefined),6,-16,28,1.2,0.99,20,0,1,-3
Cc1cc(NC(=O)c2cccs2)ncc1NC(=O)c1cccc(F)c1,5,-13,10,1.1,0.96,-8,-2,4,4
CS(=O)(=O)Nc1cccc(C2=NN(S(=O)(=O)c3ccccc3)C(c3cccs3)C2)c1 (centres undefined),-3,-22,9,1.2,1,-1,1,-1,-17
Cn1c(=O)[nH]c(=O)c2c1nc(CN1CCOCC1)n2CCCc1ccccc1,-1,-8,2,1.1,1.1,15,13,-11,2
CCC(C)NC(=O)COc1ccc(Br)c(C)c1 (centres undefined),-21,2,2,0.97,0.95,-19,7,5,-10
Cc1ccc(C(=O)CN2C(=O)NC3(CCCCCC3)C2=O)c(C)c1,6,16,8,0.84,0.93,-11,10,7,2
CCn1c(-c2cccnc2Cl)nc2cc(Cl)c(Cl)cc21,-5,3,12,0.97,0.95,23,2,5,-2
COc1cccc(Oc2coc3cc(OC(=O)N4CCOCC4)ccc3c2=O)c1,20,0,-7,1,0.97,27,-21,3,0
Cc1onc(-c2ccccc2)c1CNS(=O)(=O)c1ccccc1,5,-29,11,1.3,1,17,2,-2,19
NC(CO)C(O)c1ccc([N+](=O)[O-])cc1 (centres undefined),-1,-34,4,1.3,1.1,-2,1,-10,-6
O=C(Nc1cccc2ccccc12)OCc1cncs1,-22,-5,23,1.1,1.2,-12,7,-16,0
CC1=NN(c2ccc(C)c(C)c2)C(=O)/C1=C\C=C\c1ccc([N+](=O)[O-])o1,22,-8,17,1.1,0.92,-22,30,8,2
CCN1C(=O)/C(=C\c2ccco2)C(C(=O)OC)=C1C,-1,-8,27,1.1,0.95,2,-9,5,3
CCOC(=O)c1nn(-c2ccc(F)cc2)c(=O)cc1OCC(=O)Nc1cccc(C)c1,10,-18,14,1.2,1,12,1,-2,3
CCOc1ccc(C(C)NC(=S)NCc2ccc(F)cc2)cc1 (centres undefined),-5,0,20,1,1.2,25,13,-25,16
CC1CCc2c(sc(NC(=O)CN3CCN(C(=O)c4ccco4)CC3)c2C#N)C1 (centres undefined),22,20,25,0.8,0.92,28,31,8,-10
COc1ccccc1NC(=O)c1ccccc1S(=O)(=O)c1ccccc1[N+](=O)[O-],4,7,4,0.93,0.99,18,3,1,-3
Cc1cc(C)c(NC(=O)c2ccc(S(=O)(=O)N(C)C)cc2)c(C)n1,9,-8,5,1.1,0.98,2,-9,2,-7
O=C(O)C1SCCN1S(=O)(=O)c1ccc(N=NN2CCOCC2)cc1 (centres undefined),14,-2,10,1,0.91,15,-9,9,10
COCCCC1CCN(Cc2nc(Cc3ccccc3Cl)no2)CC1,20,7,2,0.93,0.86,23,-5,14,1
FC(F)(F)c1ccc(/C=N/N2CCN(Cc3ccccc3)CC2)cc1,-21,-14,18,1.1,1,-71,6,-4,8
O=c1c2[nH]c3ccccc3c2ncn1CCC1=CCCCC1,-8,9,14,0.91,0.94,12,-7,6,-12
COCCCNC(=O)c1cn(Cc2c(F)cccc2Cl)nn1,-2,-3,0,1,1,9,-2,-1,-9
COc1ccc(OCCCC(=O)Nc2ncn[nH]2)cc1,-1,6,4,0.94,1,8,-12,-3,-7
Cc1c(CC(=O)N2CCC(C(N)=O)CC2)c(=O)oc2cc3c(cc12)CCC1(CCCCC1)O3,6,-3,2,1,0.89,7,5,11,-1
CN(Cc1ccccc1)C(=O)c1[nH]cnc1C(=O)NCCCCCNC(=O)OC(C)(C)C,0,-23,1,1.2,0.97,8,6,3,-3
CCOc1ccc(NC(=O)CCC(=O)NNC(=O)c2ccc(Br)o2)cc1,-9,-40,10,1.4,0.91,0,2,9,-7
Cc1cccc(NC(=O)C(Cc2ccccc2)c2nn[nH]n2)c1C (centres undefined),-2,18,11,0.82,1,-13,5,-4,-3
COc1ccc(F)cc1CN1CCN(C(=O)CCC(=O)Nc2nnc(C3CCCCC3)s2)CC1,10,-21,15,1.2,1,1,16,-2,-4
O=c1[nH][nH]c(C(F)(F)F)c1C=NCc1ccc(Cl)cc1,14,-14,8,1.1,1,20,9,-4,-9
O=C(Nc1nc2ccc([N+](=O)[O-])cc2s1)c1c(F)cccc1F,25,2,-6,0.98,1,37,-10,-2,11
CC1CCN(C(=O)c2[nH]cnc2C(=O)NCC(=O)OCc2ccccc2)CC1,-9,-27,9,1.3,0.96,8,-8,4,7
O=C(CN1CCOCC1)Nc1scc(-c2ccccc2)c1C(=O)N1CCOCC1,20,-4,12,1,1,18,6,0,-4
COc1cccc(CNc2nccs2)c1O,10,-16,16,1.2,0.98,6,4,2,-4
